Source: PubChem (The Scripps Research Institute Molecular Screening Center)
MITF inh = inhibitors of human MITF. O75030. AID 1259374. inhibition, % at 2.6 µM. 0.91% of 650,000 active. AlphaScreen MITF homodimerization, bead proximity signal; in the data active means inhibition above about 50%;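 further: 0% = vehicle wells with protein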
FBW7 act = human FBW7 E3 ligase activation, primary screen. Q969H0. AlphaScreen FBW7–phospho-cyclin E peptide binding, activator screen. normalized activity (activation), % at 26.1 µM. 0.13% of 650,000 active. AID 1259310; in the data active means normalized activity above about 1.9%;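 further: purified mutant Fbw7 with reduced substrate affinity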
Target sequence (Q969H0 whole entry, looked up): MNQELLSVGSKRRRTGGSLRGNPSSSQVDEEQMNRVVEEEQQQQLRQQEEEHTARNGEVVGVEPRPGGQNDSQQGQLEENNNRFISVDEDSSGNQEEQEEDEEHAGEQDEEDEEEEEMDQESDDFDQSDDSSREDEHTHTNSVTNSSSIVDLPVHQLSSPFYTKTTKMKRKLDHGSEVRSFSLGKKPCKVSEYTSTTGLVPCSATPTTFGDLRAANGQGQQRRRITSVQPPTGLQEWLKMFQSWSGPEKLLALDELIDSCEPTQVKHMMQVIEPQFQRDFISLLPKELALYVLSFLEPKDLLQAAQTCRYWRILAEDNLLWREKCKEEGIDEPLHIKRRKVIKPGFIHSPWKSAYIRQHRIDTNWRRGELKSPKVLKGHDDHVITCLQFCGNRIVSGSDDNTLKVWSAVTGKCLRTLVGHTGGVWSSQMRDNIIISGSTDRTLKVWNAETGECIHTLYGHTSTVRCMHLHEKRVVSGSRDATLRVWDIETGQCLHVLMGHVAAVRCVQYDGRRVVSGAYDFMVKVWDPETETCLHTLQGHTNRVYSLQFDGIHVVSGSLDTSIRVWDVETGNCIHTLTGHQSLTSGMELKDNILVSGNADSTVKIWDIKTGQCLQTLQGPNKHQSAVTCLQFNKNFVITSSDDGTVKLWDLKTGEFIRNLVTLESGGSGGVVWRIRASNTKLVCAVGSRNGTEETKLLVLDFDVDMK
TEAD-YAP block = TEAD-YAP interaction inhibition. 1.4% of 640,000 active. inhibition, % at 9.12 µM. HEK-TIYL cells, TEAD-Gal4/YAP UAS-luciferase luminescence. AID 1259422; in the data active means inhibition above about 32%;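 further: 0% = median of test compound wells and 100% = reference inhibitor wells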
GPR151 ag = activates the human receptor GPR151 | Q8TDV0 | PathHunter beta-arrestin GPR151 cells, luminescence | activation, % at 11.2 µM | 1% of 650,000 active | AID 1508602; in the data active means activation above about 4.9%;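 further: 0% = median of compound wells and 100% = cells with positive control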
* = called active by the depositor; & = joins results of further samples; ! = repeats disagree.

Every second line gives: GPR151 ag | MITF inh | FBW7 act | TEAD-YAP block
CC(=O)Nc1ccc(Oc2c(F)c(F)nc(NCCO)c2F)cc1
    -0.6 | 15 | 0.5 | 14
Cc1nnc(Nc2cccc(C(F)(F)F)c2)c2ccccc12
    -1.1 | 3 | 0.1 | -3
COC(=O)C1=C(C)NC2=C(C(=O)CC(c3ccc(Cl)cc3)C2)C1c1cccc(OC)c1OC (centres undefined)
    0.2 | 17 | 0.4 | 17
O=C1CN(C(=O)/C=C/c2c(Cl)nc3ccccn23)c2ccccc2N1
    -0.2 | -9 | -0.2 | -8
O=C(OCCN1C(=O)c2cccc3c(N4CCCCC4)ccc(c23)C1=O)c1cc(Cl)cc(Cl)c1
    -1.2 | 20 | 0.9 | -3
CC(NC(=O)c1cccnc1Cl)c1nc(-c2cccnc2)n[nH]1 (centres undefined)
    -0.2 | 1 | -0.1 | 0
C=CCn1c(Cl)c(C=O)s/c1=N\S(=O)(=O)c1cccs1
    -1.9 | 6 | 0.1 | 60*
O=C1CC(CC(=O)N2CC3CCCC2C3)(c2ccccc2)C(=O)N1Cc1ccncc1 (centres undefined)
    0.7 | -16 | -0.2 | -4
O=C1NC(=O)N(c2ccccc2)C(=O)/C1=C\c1ccc(I)o1
    0.6 | 74* | -0.4 | -3
O=c1c2nccnc2[nH]c(=S)n1Cc1ccc2c(c1)OCO2
    -0.6 | 0 | 0.0 | 3
CC(=O)c1cccc(-c2ncc(C)c(NC3CC3)n2)c1
    -1.3 | 2 | -0.1 | 0
O=C(NCc1ccccc1Cl)C1CCN(C(=O)N2CCOc3ccccc32)CC1
    -1.5 | -12 | 0.0 | -3
COC(=O)[C@@H]1CC(O)CN1C(=O)C12CC3CC(CC(C3)C1)C2 (some centres undefined)
    6.2* | -4 | -0.1 | -5
CC(C)=CCC[C@@H](C)C1CC[C@@]2(C)C3=C(CC[C@]12C)[C@@]1(C)CCC(O)C(C)(C)[C@@H]1CC3 (some centres undefined)
    7.7*! | -1&19 | 0.0&0.0 | 6&8
O=C1CC(n2nnn(-c3cccc(O)c3)c2=S)C2COC1O2 (centres undefined)
    -0.4 | -12 | -0.1 | 0
NC(=O)CSc1oc(-c2ccccc2)nc1S(=O)(=O)c1ccccc1
    0.0 | 21 | 0.6 | -7
COCc1cc(C)nc(SCC(=O)N2c3ccccc3SC3C=CC=CC32)c1C#N (centres undefined)
    0.6 | 3 | 0.0 | -12
C=CCn1c(N)nc2ccccc21
    1.7 | 7 | 0.1 | -1
COC(=O)c1cc2nc(-c3ccccc3)cc(C)n2n1
    -0.8 | 3 | 0.2 | -3
CCN(CC)/C(=N/S(=O)(=O)c1ccc(C)cc1C)c1ccccc1
    -0.8 | 16 | 0.0 | 2

Every second line gives: GPR151 ag | MITF inh | FBW7 act | TEAD-YAP block
COCCCNC(=O)c1c(N)n(-c2ccccc2F)c2nc3ccccc3nc12
    -1.4 | 9 | 0.1 | 7
Cc1cn2c(=O)c(C(=O)NCC(C)C)cnc2s1
    0.6 | 6 | -0.5 | -16
N#C/C(=C\c1cc2ccccc2nc1N1CCCCC1)C(N)=O
    -0.6 | -4 | 0.0 | 2
CN(Cc1cnccn1)C(=O)CC1C(=O)NCCN1Cc1c(F)cccc1Cl (centres undefined)
    0.2 | 6 | 0.1 | 3
CCCCC(Sc1nc2cc3c(cc2c(=O)n1CCCC(=O)NCc1ccc(OC)cc1)OCO3)C(=O)OCC (centres undefined)
    -0.7 | 6 | 0.3 | -5
O=[N+]([O-])c1ccc(NC(c2ccco2)c2ccc3cccnc3c2O)cc1 (centres undefined)
    0.7 | 58* | -2.0 | 70*
O=C1Cc2cc(Nc3ccnc(Nc4ccc(N5CCOCC5)cc4)c3)ccc2N1
    0.0 | 32 | -1.0 | 2
Cc1cccc(NC(=O)C(=O)NCCC(C)C)c1C
    0.3 | 10 | -0.1 | -25
COc1ccc(C)cc1S(=O)(=O)Nc1ccccn1
    -0.7 | 1 | 0.1 | 3
O=C(NC(=S)Nc1ccccc1)c1ccc(F)cc1
    -0.8 | -10 | -0.1 | -55
Cc1ccc(CSc2nc(C)nc3c2c(=O)n(C)c(=O)n3C)cc1
    0.8 | 3 | 0.0 | -2
Cc1ccc(CNC(=O)COC(=O)c2ccco2)cc1
    -0.6 | 20 | 0.5 | -1
O=C1C2C3C=CC(C4CC34)C2C(=O)N1/N=C/c1ccc(-c2ccc(Cl)cc2[N+](=O)[O-])o1 (centres undefined)
    -0.6 | 21 | 0.0 | -1
COc1ccc(C2=NN(CC(=O)NCc3ccco3)C(=O)c3cc4ccccc4n3C2)cc1
    -0.3 | 26 | 0.0 | 10
CC(=Nc1cc([N+](=O)[O-])ccc1C)C1=C(O)c2ccccc2C1=O
    -2.1 | 6 | 0.0 | 0
Cc1ccc(-c2nnc(-c3ccc(C)c([N+](=O)[O-])c3)o2)cc1
    -0.2 | 14 | 0.2 | -9
COc1ccc(C(=O)N2c3ccccc3N3C(c4c(C)c(C)cc(C)c4C)=NON23)cc1
    -0.4 | 1 | -0.1 | -10
O=C(Nc1ccccc1)c1ccc(S(=O)(=O)Nc2cccc(O)c2)cc1
    0.9 | -10 | -0.3 | 10
CC1(C)CC(=O)c2c(-c3cccnc3)n[nH]c2C1
    0.9 | 10 | 0.1 | 0
O=C(CCCc1cccs1)NCC1CCC2(CCN(Cc3cccnc3)CC2)O1 (centres undefined)
    0.3 | 1 | 0.1 | 8

Every second line gives: GPR151 ag | MITF inh | FBW7 act | TEAD-YAP block
O=C(CN(Cc1ccccc1)S(=O)(=O)c1ccc(F)cc1)NCCc1ccc(Cl)cc1
    0.7 | 1 | 0.0 | 1
CCCCOc1ccccc1C1C(C(=O)OCC)=C(C)NC2=C1C(=O)CCC2 (centres undefined)
    0.2 | 6 | 0.1 | 3
Cc1ccccc1C1NS(=O)(=O)N=C1N (centres undefined)
    0.7 | -2 | 0.0 | 0
CCOc1ccccc1NS(=O)(=O)c1ccc2c(c1)CCN2C(=O)CCC(=O)O
    0.0 | 11 | 1.0 | 2
COc1ccccc1NC(=O)c1sc(NC(=O)Cc2ccccc2)c(C#N)c1C
    1.2 | -18 | -0.2 | -3
COc1cccc(CN(CCN(C)C)C(=O)c2cnc3ccc(-c4cn[nH]c4)cn23)c1
    0.6 | 1 | 0.1 | 45*
COc1ccc(CN2CCN(Cc3ccccc3OC)CC2)c(OC)c1
    0.8 | 78* | -0.2 | 4
CCN(CC(=O)NC(C)C)C(=O)Nc1ccccc1
    0.2 | -5 | -0.2 | 2
N#CC1=C(SCC(=O)OCc2ccccc2)NC(=O)CC1c1ccccc1[N+](=O)[O-] (centres undefined)
    -1.2 | 16 | 0.1 | -6
CCC(C)(C)NC(=O)c1ccc2c(c1)N(CC(=O)N1CCC(C)CC1)C(=O)C(C)(C)O2
    -0.7 | 15 | 0.2 | 5
CN(Cc1ccccc1)S(=O)(=O)c1ccc(F)c(C(=O)Nc2ccccc2Cl)c1
    -0.8 | -4 | -0.2 | -4
CCNc1nc(Nc2ccc(NC(C)=O)cc2)c2cc(OC)c(OC)cc2n1
    -1.5 | 13 | -0.1 | -2
O=C(N/N=C/c1cn[nH]c1-c1ccccc1)c1cccnc1
    -0.3 | 14 | 0.0 | -3
CCOC(=O)C1CCN(S(=O)(=O)c2ccc(Cl)cc2OC)CC1
    0.1 | 59* | -0.1 | -6
NS(=O)(=O)c1ccc(CCNS(=O)(=O)c2cc(Br)c(Br)s2)cc1
    0.9 | 20 | 0.5 | -8
CC1CCCN(c2c(-c3ccccc3)c(=O)c2=O)C1 (centres undefined)
    -0.5 | -12 | 0.2 | -4
COC(=O)c1ccc2c(=O)n(CCC3=CCCCC3)c(SCC#N)nc2c1
    0.0 | 4 | 0.6 | 1
Cc1noc(C)c1S(=O)(=O)N1CCCC(N(C)CCc2ccccc2)C1 (centres undefined)
    2.4 | 14 | 0.0 | -6
O=C1c2cccc3cccc(c23)C(=O)N1CCN1CCN(S(=O)(=O)c2ccc(I)cc2)CC1
    -0.3 | -4 | 0.0 | -15
COc1cccc(OCCNC(=O)c2nonc2N)c1
    -0.8 | 6 | 0.3 | -14

Every second line gives: GPR151 ag | MITF inh | FBW7 act | TEAD-YAP block
COC(=O)c1oc2ccc(OC)cc2c1-n1cccc1
    -3.4 | 5 | -0.1 | -6
COCC(C)Nc1ccnc2c1c(=O)n(C)c(=O)n2C (centres undefined)
    -0.3 | 4 | 0.3 | -10
Cc1occc(=O)c1OC(=O)c1ccc(Cl)cc1
    -0.1 | -7 | 0.0 | 4
Cc1cc(C)nc(NS(=O)(=O)c2ccc(Br)cc2)n1
    1.6 | 13 | 0.1 | -2
Cc1ccc(C(C)(C)C)cc1S(=O)(=O)N(C)c1ccc(OCC(=O)O)cc1
    -0.7 | 6 | -0.1 | -5
CCN(CC)CCOc1nnc(-c2ccc(C)cc2)c2ccccc12
    0.5 | -3 | -0.1 | 3
CC(C)CCNC(=O)CCC(=O)n1ncc2cc(Cl)ccc21
    -0.2 | 4 | 0.0 | -4
Cn1c(CNc2ccccc2C#N)c(C#N)c2ccccc21
    0.4 | -2 | 0.1 | -9
Cn1c(CCNCc2ccc(OCC(O)CN3CCCCC3)cc2)nc2ccccc21 (centres undefined)
    -1.4 | -10 | 0.3 | -10
CCCN1[C@H](C)c2occc2/C(=C\CCO)[C@H]1c1cccc(Cl)c1
    -1.3 | 14 | 0.2 | 2
O=C(Nc1ccc2c(c1)oc1ccccc12)c1cccc(C(F)(F)F)c1
    -0.4 | 6 | 0.0 | 3
CS(=O)(=O)c1cnc2ncnn2c1C1CCCN(C(=O)C2CCCC2)C1 (centres undefined)
    1.3 | 1 | 0.0 | -2
COc1ccc(SCCC(=O)Nc2ccc(OC)c3ccccc23)cc1
    -0.7 | 3 | -0.4 | -7
CC(Oc1ccccc1)C(=O)Nc1cccc(-c2cn3ccccc3n2)c1 (centres undefined)
    -1.3 | 0 | -0.1 | -32
CC(Cn1cnc2ccccc21)C(=O)N/N=C/c1cccc(O)c1 (centres undefined)
    0.1 | -1 | -0.1 | -6
CC(C)OCCCNCc1c(C(=O)O)n(Cc2ccc(F)cc2)c2ccccc12
    0.1 | 0 | -0.3 | 10
O=C(N/N=C/c1ccc(Br)s1)c1cccs1
    0.3 | 14 | 0.0 | -39
COCC(=O)N1CCC(Oc2ccc(C(=O)N3CCCN(C)CC3)cc2)CC1
    0.2 | -5 | -0.1 | 4
C=CCNC(=O)N1CCN(c2nc3c(F)cc(F)cc3s2)CC1
    2.4 | 5 | 0.0 | -15
COc1ccc(C2CC(c3cccs3)=NN2C(=O)CSc2nnc(CNC(=O)c3ccco3)n2CCc2ccccc2)cc1 (centres undefined)
    0.0 | -8 | 0.0 | 2

Every second line gives: GPR151 ag | MITF inh | FBW7 act | TEAD-YAP block
OCCNCCCOc1cc(Cl)ccc1Cl
    -0.6 | 3 | 0.0 | -10
N=C1/C(=C\c2ccc(SCc3ccccc3)o2)C(=O)N=C2SC=NN12
    0.0 | 6 | 0.2 | 6
CCOc1ccccc1N1CC(C(=O)Nc2c(C)n(C)n(-c3ccccc3)c2=O)CC1=O (centres undefined)
    -0.3 | -1 | -0.1 | 4
O=[N+]([O-])c1cccc(NC(=S)NCc2ccncc2)c1
    -1.2 | 9 | -0.2 | 1
O=C(NCc1ccccc1F)C1CCCN1C(=O)Nc1ccc(Cl)cc1 (centres undefined)
    0.7 | 16 | 0.1 | 6
Cc1cnc(N2CCc3ccccc3C2)nc1NCc1ccccc1
    2.7 | 3 | -0.1 | 1
COc1cccc(OC)c1CN1CCc2c(C(=O)N3CCCC3)c(OC)cc(=O)n2CC1
    0.7 | -9 | 0.0 | -4
Cc1cc(C(=O)COC(=O)/C=C/c2ccc(Br)o2)c(C)n1CC1CCCO1 (centres undefined)
    2.8 | 1 | -0.2 | -14
COc1ccc(C2Nc3cccc4cccc(c34)N2)cc1Br
    1.7 | -5 | -0.2 | 5
Clc1cc2nc(-c3ccco3)c(-c3ccco3)nc2cc1Cl
    -1.1 | 21 | -0.3 | -3
CN1C(=O)CC(CC(=O)N2CCc3ccccc3C2)(c2ccc(-c3ccccc3)cc2)C1=O (centres undefined)
    0.5 | 3 | 0.1 | 11
CCOC(=O)c1ccccc1NC(=O)c1c[nH]c(=O)n(-c2cccc(OC)c2)c1=O
    1.5 | -9 | -0.2 | 4
Cc1ccc(-c2cn3c4ccccc4nc3n2CCN2CCN(C)CC2)cc1
    -0.1 | 1 | 0.1 | -10
CCCc1oc2cc(O)c(CC)cc2c(=O)c1-c1ccc2c(c1)OCCO2
    -0.9 | 22 | 1.2 | 9
CCOC(=O)c1cccc(NC(=O)CCCOc2cc(=O)n(C)c3ccccc23)c1
    1.3 | 1 | 0.2 | -6
Cc1occc1C(=O)N/N=C/c1ccco1
    -3.5 | 5 | 0.0 | -57
COc1ccc(/C=N/Nc2nnc(C)n2N)cc1OC
    -0.6 | 8 | -0.2 | -4
O=C(CCS(=O)(=O)c1cccc2nonc12)NCCN1CCCCCC1
    -0.1 | 8 | -0.2 | -10
Cc1cccc(N2C(N)=C(C#N)C(c3cc(Br)cs3)C3=C2CC(C)(C)CC3=O)c1 (centres undefined)
    -0.2 | 1 | -0.3 | -5
Cc1ccc(OCC(O)Cn2c(Br)nc3c2c(=O)[nH]c(=O)n3C)cc1 (centres undefined)
    -0.3 | 1 | 0.5 | 18
